Screening data: PubChem BioAssay, National Center for Advancing Translational Sciences (NCATS)
G9a block: qHTS Assay for Inhibitors of Histone Lysine Methyltransferase G9a; Histone-lysine N-methyltransferase EHMT2 (Homo sapiens), Q96KQ7; G9a H3K9 monomethylation, AlphaScreen, 2 h; Potency, µM (doses to about 102 µM), for the others: top-dose activity, negative = inhibition, hits mostly inhibitors; actives 8.8% (n = 350,000); AID 504332, 2011; note: potency is the fitted concentration of half-maximal effect; % is set by controls: 0 for no effect and ±100 for the full control effect; nearly all actives have a fitted effect of over 75% in size
Target sequence (Q96KQ7 913-1193 limits assumed): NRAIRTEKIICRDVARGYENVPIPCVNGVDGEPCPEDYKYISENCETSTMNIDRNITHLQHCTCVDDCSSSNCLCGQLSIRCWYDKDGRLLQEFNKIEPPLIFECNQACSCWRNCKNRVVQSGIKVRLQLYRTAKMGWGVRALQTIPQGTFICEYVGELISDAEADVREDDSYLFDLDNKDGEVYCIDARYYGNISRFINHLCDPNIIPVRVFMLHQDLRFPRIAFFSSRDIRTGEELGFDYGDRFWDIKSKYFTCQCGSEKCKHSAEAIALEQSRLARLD
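Readings reflect AlphaScreen signal from monomethyl-H3K9 antibody detection. HMT at 20 nM; substrate b-H3K9 500 nM; cofactor SAM 20 uM; 2 h RT reaction; compounds tested as titrations in qHTS with 15 min preincubation.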
BAZ2B inh: qHTS Assay for Inhibitors of BAZ2B; AID 504333, 2011; actives 4.4% (n = 360,000); Potency, µM (top dose mostly 114 µM), without a hit: at the highest dose activity change, negative = inhibition, hits mostly inhibitors; AlphaScreen BAZ2B-H3K14Ac peptide displacement; note: potency is the fitted concentration of half-maximal effect; % is set by controls: 0 for no effect and ±100 for the full control effect; nearly all actives have a fitted effect of over 60% in size
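Inhibition is scored as reduced AlphaScreen emission. The BAZ2B/b-H3(5-23)K14Ac complex (50 nM each) in PBS pH 7.4, 0.01% Tween-20 meets compound (up to 110 uM) for 30 min at RT before bead addition.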
ERG Ets-DNA blk: qHTS for Small Molecule Inhibitors of the ERG Ets/DNA interaction. Potency, µM (highest dose often 76.9 µM), for the others: top-dose FP activity, negative = inhibition, usual class: inhibitors. fluorescence polarization, His-ERG Ets domain / labelled DNA. AID 624246, 2012. actives 0.028% (n = 370,000); active = well fitted inhibition curve with a large enough effect in the polarisation, with a control signal flat; inconclusive = small, poorly fitted or top-dose-only effect, or effect the other way, or a change in a side signal; inactive = no such curve, though single readings can be large or run the other way; the % refers to the polarisation;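 note: polarization taken with two DNA probes labelled with fluorescein and Texas red; potency is the fitted concentration of half-maximal effect; % of control where 0% means no effect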
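His-tagged ERG Ets domain (1 uM in the protein solution; 300mM KCl, 50mM Tris-HCl, 1mM EDTA, 1mM DTT, pH 7.5) received compound, then a probe mix of 5 nM fluorescein-DNA and 100nM Texas-615-DNA. Fluorescence polarization was read for both dyes.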
GLS inhibitor: qHTS for Inhibitors of Glutaminase (GLS); GLS enzymatic activity, qHTS titration; Potency, µM (doses to about 45.5 µM), for inactives: at the highest dose activity change, negative = inhibition, hits mostly inhibitors; AID 624170, 2012; actives 0.21% (n = 410,000); note: potency is the fitted concentration of half-maximal effect; % is set by controls: 0 for no effect and ±100 for the full control effect
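hKGA in 45 mM KH2PO4 pH 8.2, 0.02% Tween-20 with pin-transferred compounds; 1 mM L-glutamine (stock) plus glutamate oxidase/HRP/Amplex Red coupling added. Fluorescence read initially and after 30 min at RT.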
ALOX12 inh: Primary qHTS assay for inhibitors of human arachidonate 12S-lipoxygenase (ALOX12): Round 2; actives 1.1% (n = 580,000); Potency, µM (doses to about 108 µM), without a hit: top-dose activity change, negative = inhibition, most hits filed as inhibitors; purified 12hLO, xylenol orange hydroperoxide absorbance; note: potency is the fitted concentration of half-maximal effect; % is set by controls: 0 for no effect and ±100 for the full control effect
Target sequence (P18054 whole entry, looked up): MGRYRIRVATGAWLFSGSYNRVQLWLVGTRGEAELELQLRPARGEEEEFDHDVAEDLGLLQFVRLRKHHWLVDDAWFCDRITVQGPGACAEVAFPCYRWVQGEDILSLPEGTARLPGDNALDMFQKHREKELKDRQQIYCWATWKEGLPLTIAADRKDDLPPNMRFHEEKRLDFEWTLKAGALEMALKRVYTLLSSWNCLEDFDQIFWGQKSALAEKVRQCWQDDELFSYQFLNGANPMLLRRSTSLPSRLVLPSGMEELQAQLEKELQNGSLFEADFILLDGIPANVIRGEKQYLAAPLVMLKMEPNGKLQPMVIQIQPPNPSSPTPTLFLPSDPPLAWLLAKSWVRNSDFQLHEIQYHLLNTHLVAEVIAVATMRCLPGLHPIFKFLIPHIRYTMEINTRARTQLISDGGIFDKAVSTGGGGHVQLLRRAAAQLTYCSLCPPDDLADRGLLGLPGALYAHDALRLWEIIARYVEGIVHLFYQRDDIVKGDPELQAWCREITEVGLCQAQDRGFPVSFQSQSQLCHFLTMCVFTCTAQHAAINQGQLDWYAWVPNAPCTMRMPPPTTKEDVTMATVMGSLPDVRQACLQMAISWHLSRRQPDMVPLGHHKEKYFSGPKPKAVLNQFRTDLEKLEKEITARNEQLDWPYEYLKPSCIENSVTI
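Hydroperoxide product was detected by ferrous iron/xylenol orange as the 573 to 405 nm absorbance ratio. Arachidonic acid at 40 uM (final) was turned over for 30 min at room temperature by 150 nM human 12hLO, pH 7.0 Hepes buffer, after 15 min compound preincubation.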
RGS4 inh: Inhibitors of Regulator of G Protein Signaling (RGS) 4: qHTS; Potency, µM (top dose mostly 114 µM), for the others: at the highest dose activity change, negative = inhibition, most hits filed as inhibitors; Regulator of G-protein signaling 4 (Homo sapiens), P49798; actives 0.039% (n = 390,000); Transcreener GDP fluorescence polarization, RGS4-accelerated GTP hydrolysis; note: potency is the fitted concentration of half-maximal effect; % is set by controls: 0 for no effect and ±100 for the full control effect; nearly all actives have a fitted effect of over 75% in size; some results filed as inactive show a strong effect at the top dose
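MLSMR compounds (23 nl, pin-transferred) preincubated 10 min at room temperature with a 500nM (2x) first reagent, then RGS4 at 900nM (2x) plus Transcreener GDP mix added; fluorescence polarization (620/688 nm) read before and after 90 min at 30 °C.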
JMJD2A Tudor inh: qHTS Assay for Inhibitors of JMJD2A-Tudor Domain. AlphaScreen JMJD2A-Tudor / H3K4me3 peptide binding. actives 4.4% (n = 390,000). AID 504339, 2011. Potency, µM (highest dose often 114 µM), without a hit: at the highest dose activity change, negative = inhibition, hits mostly inhibitors; note: potency is the fitted concentration of half-maximal effect; % is set by controls: 0 for no effect and ±100 for the full control effect; nearly all actives have a fitted effect of over 50% in size
HP1b binding inh: HTS for Inhibitors of HP1-beta Chromodomain Interactions with Methylated Histone Tails. AID 540317, 2011. Chromobox protein homolog 1 (Homo sapiens), P83916. Potency, µM (highest dose often 114 µM), for the others: at the highest dose activity change, negative = inhibition, hits mostly inhibitors. AlphaScreen HP1-beta / biotin-H3K9me3 peptide binding. actives 0.56% (n = 390,000); note: potency is the fitted concentration of half-maximal effect; nearly all actives have a fitted effect of over 70% in size; inactives centre near 23
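HP1-beta protein (50 nM final) preincubated 30 min at room temperature with biotinylated H3(1-18)K9me3 peptide (50 nM) in PBS pH 7.4, 0.01% Tween-20, then compound added for 30 min. AlphaScreen streptavidin donor/nickel chelate acceptor beads (10 ug/mL final), 30 min dark, luminescence read.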
PI4K2A inh: qHTS for small molecular inhibitors of PI4K2A | Phosphatidylinositol 4-kinase type 2-alpha (Homo sapiens), Q9BTU6 | AID 1346378, 2018 | purified PI4K2A, ADP-Glo luminescence, 1 h; active compounds read low | activity change, negative = inhibition, % at 76.9 µM | actives 0.13% (n = 420,000); in the data active = activity change below about -50%; inconclusive = mostly about -30% to -49%;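 note: -100% = wells without enzyme as full effect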
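In this quantitative HTS, ADP production by PI4K2A was quantified luminescently after 1 h at ambient temperature; 100 microM adenosine served as plate-quality control.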
Starred values were filed as active, the others as inactive; ? = inconclusive; / = not tested or not shown; [ ] = remark or other dose. Unless noted, calls come from the whole dose curve; as a rule, active = well fitted curve in the direction sought with a large enough effect; inconclusive = small, poorly fitted or top-dose-only effect, or another doubt; inactive = no such curve, though single readings can be large; an effect the other way counts as inactive or inconclusive. The list is partial; count on the stated rates, not on these rows.

SMILES	G9a block	BAZ2B inh	ERG Ets-DNA blk	GLS inhibitor	ALOX12 inh	RGS4 inh	JMJD2A Tudor inh	HP1b binding inh	PI4K2A inh
CCOC(=O)c1cccc(NC(=O)N2CC(CC)Oc3ccccc32)c1 (stereo not drawn)	-35%[59 µM]	-3%	-1%	9%	-16%	9%	-21%	25%	3
Cc1ccc(C(=O)N2CCN(c3ccc(NC(=O)c4ccc5c(c4)OCCO5)cc3)CC2)cc1	?	-34%	-8%	3%	-8%	-8%	-12%	44%	-9
Cc1cc(C)n(-c2ccc(C(=O)OCC(=O)c3c(N)n(C)c(=O)n(C)c3=O)cc2)n1	-10%[59 µM]	0%	12%	8%	36%[activator]	-12%	-6%	57%[activator]	2
Cc1cccc(N(Cc2ccccc2)C(=O)c2ccc(CS(C)(=O)=O)cc2)c1	/	-6%	7%	-1%	-26%	-8%	-2%	19%	-2
CC1(C)C(=O)Nc2ccccc2N1C(=O)c1ccc([N+](=O)[O-])cc1	/	5%	4%	-2%	11%	-4%	-20%	17%	-3
O=C(c1cc(F)c(F)cc1Cl)N1CCCCC1	-40%[12.7 µM]	7%	-8%	-10%	0%	27%	-10%	21%	1
O=c1[nH]c(CN2CCN(CCO)CC2)nc2ccccc12	20%[59 µM]	-2%	7%	6%	?	16%	-8%	40%	0
O=C(O)c1ccc(NC(=S)NC(=O)c2cccnc2)cc1	79µM*	-5%	11%	16%	?	-33%	-2%	-16%	0
COc1ccc(-c2cc3ccccc3n2CC(O)CNCCO)cc1 (stereo not drawn)	35µM*	50µM*	11%	-14%	?	-12%	5µM*	?	12
CCOC(=O)C1C2C=CC3(CN(Cc4cccs4)C(=O)C13)O2 (stereo not drawn)	3%[12.7 µM]	3%	8%	31%[activator]	0%	-15%[11.4 µM]	-20%[11.4 µM]	-2%	-2
CC(C)c1cccc(C(C)C)c1OC(=O)[C@H]1OC(c2ccc(Br)cc2)=C[C@@H]1c1ccc(Br)cc1	3%[0.501 µM]	4%	-12%	-5%	-12%	-9%	-13%	47%[activator]	0
COC(CN(C)C(C(=O)NC1CCCCC1)c1ccccc1)OC (stereo not drawn)	13%[59 µM]	-8%	-1%	-25%	63%[activator]	-1%	-7%	48%[activator]	-3
Cc1cccc2c1NC(=O)C2(O)N1CCCC(C)C1 (stereo not drawn)	-8%	-5%	-7%	3%	2%	25%	-18%	4%	5
COC(=O)c1[nH]c2ccc(C)cc2c1NC(=O)C(C)N1CCN(C2CCCCC2)CC1 (stereo not drawn)	-16%	8%	-13%	29%	?	-11%	0%	15%	-2
CCn1ncc(C2=NOC(C(=O)Nc3c(C)n(C)n(-c4ccccc4)c3=O)C2)c1C (stereo not drawn)	3%	7%	-5%	-3%	-2%	5%	-10%	45%[activator]	2
OCCC1CN(Cc2ccc(C(F)(F)F)cc2)CCN1Cc1ccccc1 (stereo not drawn)	-33%	-19%	-1%	1%	-8%	3%	-11%	35%	3
CSC1=NCCN1C(=O)c1ccc(S(=O)(=O)N(C)C)cc1	18%	-3%	11%	1%	-4%	-37%	-22%	7%	-3
O=C(NNC(=O)c1ccc(Oc2cc(Cl)cc(Cl)c2)o1)c1ccccc1	17%	-11%	14%	-6%	78%[activator]	-5%	-6%	54%[activator]	2
CCN(CC(=O)Nc1c(F)cccc1F)C(=O)CCc1c[nH]c2ccccc12	-27%	-23%	0%	12%	-9%	-3%	-20%	17%	3
O=C(CCCN1C(=O)c2ccccc2C1=O)NC1=NCCS1	4%[59 µM]	-8%	3%	-1%	0%	-15%	32µM*	24%	1

For reference, 2 of the compounds above.
SMILES	G9a block	BAZ2B inh	ERG Ets-DNA blk	GLS inhibitor	ALOX12 inh	RGS4 inh	JMJD2A Tudor inh	HP1b binding inh	PI4K2A inh
CC(C)c1cccc(C(C)C)c1OC(=O)[C@H]1OC(c2ccc(Br)cc2)=C[C@@H]1c1ccc(Br)cc1	3%[0.501 µM]	4%	-12%	-5%	-12%	-9%	-13%	47%[activator]	0
COC(CN(C)C(C(=O)NC1CCCCC1)c1ccccc1)OC (stereo not drawn)	13%[59 µM]	-8%	-1%	-25%	63%[activator]	-1%	-7%	48%[activator]	-3

Next section.
SMILES	G9a block	BAZ2B inh	ERG Ets-DNA blk	GLS inhibitor	ALOX12 inh	RGS4 inh	JMJD2A Tudor inh	HP1b binding inh	PI4K2A inh
CCCC(=O)Nc1cc(Cl)ccc1N1CCN(C(=O)CC)CC1	16%[59 µM]	6%	/	-3%	8%	12%	-6%	25%	1
CC1CC(C)(C)NC(=S)N1CC(=O)NCc1ccccc1Cl (stereo not drawn)	?	7%	/	-2%	-12%	-49%	3%	38%	-3
O=C(COc1ccc(Cl)cc1)Nc1ccc(C(=O)O)cc1NC(=O)COc1ccc(Cl)cc1	1%	50µM*	-4%	10%	?	-10%	-21%	21%	6
Cc1ccc(C)c(N2N=C(C(=O)Nc3nccs3)CCC2=O)c1	?	-14%	-10%	1%	?	8%	1%	33%	-5
COc1cc(Cl)c(CNC[C@H]2O[C@@H](n3cnc4c(N)ncnc43)[C@H](O)[C@@H]2O)c(Cl)c1O	/	/	-9%	32%[activator]	1%	2%	-12%	20%	-12
CC(=O)Nc1ccc(S(=O)(=O)N(C)CC(=O)OCC(=O)N(C)C2CCS(=O)(=O)C2)cc1 (stereo not drawn)	?	13%	1%	-7%	-13%	32%	-3%	37%	1
CC(C)(CN1CCc2ccccc2C1)NS(=O)(=O)c1ccccc1	10µM*	-31%	-3%	29%	?	10%	3.2µM*	?	5
COc1ccc(NC2CCCN(C(=O)c3cccc(N(C)C)c3)C2)cc1 (stereo not drawn)	4%[12.7 µM]	?	3%	21%	13%	25%	-6%	23%	2
Cc1cc(C(=O)N/N=C/c2c(CO)cnc(C)c2O)c2ccccc2n1	71%[activator]	25µM*	2%	13%	1%	6%	50µM*	38%	-9
COc1ccccc1N1CCN(C(=O)COc2ccccc2C#N)CC1	-30%[59 µM]	-3%	0%	32%[activator]	-6%	27%	-5%	24%	-6

JMJD2A Tudor inh: what is marked active above
SMILES	G9a block	BAZ2B inh	ERG Ets-DNA blk	GLS inhibitor	ALOX12 inh	RGS4 inh	JMJD2A Tudor inh	HP1b binding inh	PI4K2A inh
COc1ccc(-c2cc3ccccc3n2CC(O)CNCCO)cc1 (stereo not drawn)	35µM*	50µM*	11%	-14%	?	-12%	5µM*	?	12
O=C(CCCN1C(=O)c2ccccc2C1=O)NC1=NCCS1	4%[59 µM]	-8%	3%	-1%	0%	-15%	32µM*	24%	1
CC(C)(CN1CCc2ccccc2C1)NS(=O)(=O)c1ccccc1	10µM*	-31%	-3%	29%	?	10%	3.2µM*	?	5
Cc1cc(C(=O)N/N=C/c2c(CO)cnc(C)c2O)c2ccccc2n1	71%[activator]	25µM*	2%	13%	1%	6%	50µM*	38%	-9

Further results.
SMILES	G9a block	BAZ2B inh	ERG Ets-DNA blk	GLS inhibitor	ALOX12 inh	RGS4 inh	JMJD2A Tudor inh	HP1b binding inh	PI4K2A inh
O=C(NC(=S)Nc1cccnc1)c1cccc(Br)c1	35µM*	-16%	5%	-2%	-13%	-25%	-19%	-19%	1
Cc1ccc(C(C)(C)C)cc1S(=O)(=O)N1CC(=O)Nc2ccccc21	23%	1%	23%	-2%	?	40%	-8%	22%	0
O=C(CCC(=O)Nc1ccccc1Cl)NNC(=O)c1ccccc1[N+](=O)[O-]	4%	-9%	6%	-1%	-3%	-10%	-3%	48%[activator]	1
Cc1[nH]c2ccccc2c1[C@H]1[C@@H](CC#N)C1(C)C	?	?	-2%	-2%	0%	1%[11.4 µM]	-24%[11.4 µM]	?	-15
O=C(CN1C(=O)c2ccccc2C1=O)N1CCN(c2nnc(-c3ccccc3)c3ccccc23)CC1	13%[12.7 µM]	-1%	-2%	0%	-35%	-25%	-7%	31%	1
CCCCc1nc(NCCO)c(C#N)c2c1CCCC2	-2%	-31%	4%	0%	1%	5%	-27%	19%	1
CN1CCN(C(=O)C(=O)Nc2c3c(nn2-c2ccc(Cl)cc2)CSC3)CC1	-3%[59 µM]	-3%	-3%	2%	1%	-1%	-15%	9%	-1
CCS(=O)(=O)Nc1ccc(C2=NN(S(C)(=O)=O)C(c3cccs3)C2)cc1 (stereo not drawn)	5%	-18%	16%	-7%	0%	-6%	2%	15%	6
